Peg3 promoter: inhibitors of Peg3 promoter; HeLa PEG-Prom luciferase reporter, luminescence, overnight; inhibition, % at 20 µM; 360,000 tested, 1.7% active; AID 588405;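 active means inhibition of at least 50% at 20 µM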
TRPM1 prom inh: reduces MITF-dependent TRPM1 promoter luciferase signal. SK-MEL-5 TRPM1 promoter luciferase, 24 h. 330,000 tested, 0.83% active. inhibition, % at 12.5 µM. AID 488899;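 active means mean inhibition across replicates of 60% or more, whatever share of single replicates reaches that level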; further: values of inactives mirror those of a sister screen read the other way
PDI turbidity: inhibitors of human protein disulfide isomerase | P07237 | 350,000 tested, 0.052% active | inhibition, % at 10 µM | PDI insulin aggregation turbidity, A650, 90 min;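 active means mean inhibition across replicates of 30% or more, whatever share of single replicates reach that level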;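 further: absorbance from insulin aggregation driven by PDI reduction with DTT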
Target sequence (P07237 whole entry, looked up): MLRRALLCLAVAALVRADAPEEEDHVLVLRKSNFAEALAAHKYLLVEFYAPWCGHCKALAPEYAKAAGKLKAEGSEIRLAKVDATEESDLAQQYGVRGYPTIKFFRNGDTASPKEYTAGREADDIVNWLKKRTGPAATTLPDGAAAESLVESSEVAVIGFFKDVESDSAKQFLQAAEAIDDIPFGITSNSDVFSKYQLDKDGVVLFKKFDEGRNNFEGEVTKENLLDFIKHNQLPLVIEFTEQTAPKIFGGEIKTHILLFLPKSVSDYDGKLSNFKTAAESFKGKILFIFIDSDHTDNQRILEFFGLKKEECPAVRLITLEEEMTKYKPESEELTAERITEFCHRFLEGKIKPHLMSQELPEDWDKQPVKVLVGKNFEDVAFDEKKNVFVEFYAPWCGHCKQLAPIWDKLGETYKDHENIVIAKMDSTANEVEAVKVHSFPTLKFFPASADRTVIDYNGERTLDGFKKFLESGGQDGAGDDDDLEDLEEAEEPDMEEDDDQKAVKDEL
CF NFkB inh: inhibitors of cystic fibrosis induced NF-kB; inhibition, % at 5 µM; 360,000 tested, 0.86% active; KKLEB NF-kB-GFP reporter, PAF-induced, GFP fluorescence overnight; AID 588850;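 active means at least 50% inhibition at 5 µM, scaled per plate between neutral and stimulator controls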;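 further: PAF is a Pseudomonas aeruginosa culture filtrate used as stimulus; plate controls were PAF-stimulated DMSO wells for no effect and unstimulated DMSO wells for full effect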
Vif imaging: HIV Vif inhibition | HEK293T cells, Vif self-association by quenched fluorescence, imaging, 24 h | inhibition, % at 7.49 µM | 340,000 tested, 0.35% active | AID 602346; in the data active means inhibition above about 50%, passing the limit was not always enough; further: some results filed as inactive read as strong as hits
KKLEB cytotox: counter-screen for CF NF-kB inhibitors: cytotoxicity; 360,000 tested, 0.36% active; KKLEB CF airway cells viability, ATPlite luminescence, overnight; stronger effect = lower value; cells stimulated with P. aeruginosa culture filtrate; activity change (cytotoxicity), % at 5 µM;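 active means corrected activity change at or below -50% at 5 µM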
Shn3 inh set2: Schnurri-3 reporter inhibition in Clone20 osteoblasts; Clone20 osteoblast Shn3 3'UTR firefly luciferase, 24 h; inhibition, % at 12.5 µM; 360,000 tested, 0.52% active; AID 588674;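 active means mean inhibition of at least 75% with every replicate also reaching 75%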;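 further: 0% = median of neutral control wells and 100% = pilot-screen positive control compound; some compounds past the cut are filed as inactive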
HIF-2a block: HIF-2a inhibition; 786-0 RCC cells HIF-2a reporter, luciferase luminescence, overnight; AID 624352; inhibition, % at 18.8 µM; 360,000 tested, 0.72% active;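 active means inhibition of the luminescence signal of 40% or more relative to plate controls, in a single-dose primary screen at 18.75 µM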
NR2E3 ag-1: NR2E3 (human) agonism. Q9Y5X4. GST-NR2E3/biotin-RetCOR TR-FRET, 1536-well. inhibition of corepressor binding, % at 4.78 µM. 320,000 tested, 0.12% active. AID 2300;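 active means percent inhibition above the cutoff of mean plus 3 SD of all tested compounds, set per screening campaign, cut at about 20% in these data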;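 further: 0% = DMSO wells and 100% = biotin wells as full block of FRET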
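System: GST-NR2E3 and biotin-RetCOR proteins; probe or stimulus: 7 nM biotin-RetCOR; doses: compound at 4.8 µM, single dose; schedule: Compound–protein incubation for 5 h at 4 °C; detection: time-resolved FRET; read-out: percent inhibition; controls: biotin wells as high control, 0.6% DMSO wells as low control; format: 1536-well plates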
NR2E3 ag-2: agonists of human NR2E3 nuclear receptor; CHO-S Gal4-NCOR/VP16-NR2E3 two-hybrid, luciferase; inhibition of corepressor binding, % at 3.98 µM; 360,000 tested, 0.35% active; AID 602229;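 active means inhibition above the mean of all tested compounds plus 3 SD, cut at about 70% in these data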;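 further: 0% = DMSO with NR2E3 transfected cells and 100% = cells lacking NR2E3 construct; higher means lower luciferase signal from less NR2E3 corepressor binding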
CaV13 FRET inh: Primary screen for inhibitors of IQ motif and Ca2+-dependent inactivation inhibitor domain binding in CACNA1D, Förster resonance energy transfer in living cells, …. inhibition, % at 12.3 µM. 340,000 tested, 0.098% active. AID 743397. HEK cells, CFP/YFP FRET ICDI-IQ, plate reader, 10 min; percent FRET-ratio fall versus neutral wells;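 active means mean replicate inhibition of at least 30% and at least 1% of replicates passing that level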;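 further: 0% = median of the neutral control wells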
An asterisk follows results filed as active; . = no result given.

structure,Peg3 promoter,TRPM1 prom inh,PDI turbidity,CF NFkB inh,Vif imaging,KKLEB cytotox,Shn3 inh set2,HIF-2a block,NR2E3 ag-1,NR2E3 ag-2,CaV13 FRET inh
CC(C)N(C(=O)[C@H]1C[C@H](CC(=O)NCCC2=CCCCC2)C(=O)N2CCc3c([nH]c4cc(-c5ccco5)ccc34)[C@]12C)C(C)C,19,2,6,27,.,14,3,3,.,1,-6
C=CCN(CC=C)CCOc1ccc(C)cc1[N+](=O)[O-],-116,-10,23,-4,-9,-15,-23,-172,-1,-55,6
CC1=C(C(=O)OC(C)C)C(c2ccc(Cl)cc2)n2c(s/c(=C\c3ccc(OCC(=O)O)cc3)c2=O)=N1 (stereo not drawn),13,12,3,16,4,17,-22,17,.,-24,-5
O=C(CSc1ccc2nnc(CCNC(=O)c3ccccc3)n2n1)NCCc1ccccc1,20,-6,6,6,-7,-8,-28,17,3,-12,-5
CCc1ccc(N2CC(C(=O)N/N=C/c3ccccc3)CC2=O)cc1 (stereo not drawn),8,4,.,-29,-11,15,-12,-21,0,-18,-1
C=CCn1c(Sc2ncc([N+](=O)[O-])s2)n[nH]c1=O,102*,82*,5,14,-2,17,5,93*,0,30,0
O=C(NC1CCCC1)c1ccc(CN2CCOCC2)cc1,-16,4,-7,11,-1,-3,1,-14,0,12,-5
CCOC(=O)C1C2C=CC3(CN(C4CCCC4)C(=O)C13)O2 (stereo not drawn),2,-8,-7,8,-3,-3,1,3,6,10,.
CC1(C)CC[C@]2(C(=O)O)CC[C@]3(C)C(=CCC4[C@@]5(C)CC[C@H](O)C(C)(C)C5CC[C@]43C)C2C1 (stereo partly drawn),-4,9,5,13,-2,-3,-6,9,3,11,-6
Cc1ccc(-c2ccc3nnc(SCC(N)=O)n3n2)cc1,-5,0,1,-5,0,7,-1,-25,6,12,-2
CSc1nnc2c3cc(F)ccc3n(C)c2n1,18,7,-1,-109,-5,10,-9,-9,1,-7,9
Cc1cc(C)c(C2=NOC3C4CCC(C4)C23)c(C)c1 (stereo not drawn),12,-17,1,22,3,-4,13,18,1,-32,-3
COC(=O)C(O)(CC(=O)Nc1ccc(OC)cc1)C(F)(F)F (stereo not drawn),4,-1,-2,8,3,2,1,15,-1,-7,-4
CCNC(=O)C1(C)CCN(C(=O)c2cccc(C#N)c2)C1 (stereo not drawn),0,.,16,-6,-3,-2,-18,5,.,-19,-10
Cc1cc(C(=O)NC2CCCCC2)c(C)o1,-40,-24,-5,4,-1,-1,-5,-21,-2,-33,-5
CCOC(=O)N1CCN(S(=O)(=O)c2ccc(C(=O)N(CCCN(C)C)c3nc4c(F)cc(F)cc4s3)cc2)CC1,-26,9,4,9,-7,6,11,-1,-3,-7,-6
O=C(Nc1ccc(C(F)(F)F)cc1[N+](=O)[O-])O[C@H]1[C@H](Cc2ccccc2)NS(=O)(=O)[C@H]2C[C@@H]3C=C[C@]12O3,10,12,-5,21,-5,2,-6,-8,0,-13,-4
COC(=O)C(C(C)C)N1CCc2c(C)nc3c(C#N)cnn3c21 (stereo not drawn),12,14,15,22,1,-6,-8,14,-1,-14,-2
O=C(COc1ccc(-c2nnco2)cc1)Nc1ccc(F)c(Cl)c1,-27,-11,-1,-4,-3,-1,36,-26,.,-8,-6
CCOC(=O)Cc1nnc(NC(=O)Nc2ccccc2)s1,-28,-3,9,13,2,-4,-9,-1,-1,-25,-7
O=c1[nH]n(Cc2ccccc2)c(=O)c2ccccc12,-56,-17,1,0,5,11,-20,-172,1,-32,-7
O=C(NCc1ccc2c(c1)OCO2)c1cc(-n2cnnc2)ccc1Cl,9,8,-1,-4,2,6,-13,10,1,-7,-6
COc1ccccc1N(C)S(=O)(=O)c1ccc(Cl)c(C(=O)NCc2ccco2)c1,20,15,7,5,13,0,71,-11,.,-5,-5
CC(O)(c1ccc(F)c(F)c1)c1nc(-c2ccccc2)cs1 (stereo not drawn),10,.,-4,-20,-3,21,-3,5,.,-7,-5
CCCCN1CCN=C1Nc1ccccc1,9,-8,15,-18,2,10,1,5,5,4,-10
COc1ccc(N(CC(=O)O)S(=O)(=O)c2ccc(C)cc2)cc1Cl,-3,-3,2,-13,2,4,33,8,2,0,-4
Cc1cc2ccccc2n1CCNC(=O)C1CCCCC1,-30,16,.,2,0,6,-21,-75,-3,-45,-5
O=C(CSc1ccc2nnc(CCNC(=O)c3ccccc3)n2n1)Nc1ccc(F)cc1F,6,3,3,-7,4,16,8,13,2,-28,-5
O=C(N/N=C/c1cccc(NC(=O)c2ccc(Cl)cc2)c1)c1cccc(O)c1,-57,-30,-1,6,-16,-6,-25,-51,-2,-102,3
Cc1ccccc1OCC(=O)OCC(=O)NCc1ccccc1Cl,-11,-8,10,13,3,-8,-1,-2,.,-6,-5

(listing goes on)
structure,Peg3 promoter,TRPM1 prom inh,PDI turbidity,CF NFkB inh,Vif imaging,KKLEB cytotox,Shn3 inh set2,HIF-2a block,NR2E3 ag-1,NR2E3 ag-2,CaV13 FRET inh
COc1cccc(NC(=O)CN2C(=O)c3cccnc3Oc3ccc(Cl)cc32)c1,-23,.,.,5,-1,-6,-18,-39,0,-32,-10
CN1C2CCC1CC(NC(=O)c1ccc(Cl)cc1)C2 (stereo not drawn),1,-1,7,-10,2,8,-19,20,0,10,-14
C=CCNC(=O)C1CCC(CNc2nc(=S)[nH]c3ccccc23)CC1 (stereo not drawn),-7,0,-3,14,-2,-7,6,0,-1,7,-4
COC(=O)c1ccc2cc(C)cc(C)c2n1,-32,.,.,-22,-8,2,-11,-15,.,-11,-9
C=CCN1C(=O)/C(=C2/Sc3ccccc3N2CC)SC1=S,33,-1,-4,6,85*,6,7,-2,-3,-5,23
CCCn1c(SCC(=O)NC(=O)NCc2ccccc2)n[nH]c1=O,6,5,-9,16,-4,3,13,7,.,-3,-5
Nc1nc(SCC(=O)Nc2ccc(Br)cc2F)n[nH]1,-14,-6,1,-5,2,13,-2,-15,1,-18,0
Cc1nn2c(-c3ccc(Cl)cc3)nnc2s1,-13,-7,-5,-16,18,17,-33,-21,1,-8,-5
c1ccc(CCNc2ccc3c(c2)Cc2ccccc2-3)nc1,-294,-44,-10,-1,-2,-9,-66,-341,.,-165,-6
Cc1sc2ncnc(N3CCN(S(=O)(=O)c4ccc(C(C)(C)C)cc4)CC3)c2c1C,12,33,-1,-1,-13,-2,73,7,.,29,-17
Cc1cccc(NC(=O)NCC(c2cccnc2)N2CCOCC2)c1 (stereo not drawn),24,3,2,-4,-5,8,-2,11,1,-17,.
O=C(Nn1c(=S)[nH]c2ccccc2c1=O)c1ccncc1,3,-5,-1,11,-18,-8,0,-1,-1,-7,.
O=C(Nc1ccncc1)Nc1ccc(F)cc1F,-32,-12,6,14,8,-4,34,-36,-1,-7,-9
CCC(C)NC(=O)c1n[nH]c(=O)c2ccccc12 (stereo not drawn),9,-7,-3,19,7,2,-16,8,1,-23,-23
CCOc1ccc(S(=O)(=O)NCCC(=O)NC2CCCCC2)cc1,-21,-11,1,-16,-2,2,-1,10,3,27,-5
Clc1ccc(CN2CCN(/N=C/c3cccnc3)CC2)cc1,3,-7,7,2,11,2,-11,4,0,-25,-6
CCN1CCN(c2sc(S(=O)(=O)CC)nc2S(=O)(=O)c2ccc(Cl)cc2)CC1,20,.,-3,-13,-6,-4,7,-1,.,35,-4
